RPL19A-GFP yeast – RPL19A-GFP expression modulators in yeast, primary screen, cell-based, S. cerevisiae, multiplex flow cytometry, MLPCN. S. cerevisiae RPL19A-GFP strain, 3 h; active compounds read low. percent response vs DMSO, % at 10 µM. actives 0.3% (n = 330,000). AID 2025, 2009;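 active = percent response vs DMSO below 50%; inconclusive = fewer than 70 events counted for the yeast strain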;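 also: median channel GFP fluorescence of the barcoded RPL19A-GFP strain; ratio of sample median GFP to plate DMSO average so 100% = DMSO; lower means less RPL19A-GFP as with rapamycin TOR inhibition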
Efflux pump inh – inhibitors of Candida efflux pumps in yeast, primary screen, S. cerevisiae, Nile Red, multiplex | AID 485275, 2010 | actives 0.44% (n = 330,000) | S. cerevisiae Candida pump triplex | inhibition, % at 10 µM;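 active = plate passing quality check with inhibition over a set limit, or well fluorescence over plate mean plus 4 SD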;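 also: Nile Red retained in pooled yeast measured as flow cytometry median fluorescence; 0% = buffer negative control and 100% = Enniatin B positive control; higher means more Nile Red kept so more efflux inhibition; some compounds called inactive have numbers as strong as hits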
MEP2-GFP yeast – modulators of MEP2-GFP levels in yeast, primary screen, S. cerevisiae, multiplex flow cytometry, MLPCN library; S. cerevisiae MEP2-GFP strain, 3 h; 100% = DMSO control level; GFP response vs DMSO, % at 10 µM; actives 0.51% (n = 330,000);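 active = GFP response versus DMSO above a set limit, roughly screen mean plus 3 SD, cut at about 180% in these data; inconclusive = fewer than 70 cells counted for a yeast strain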;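 also: median GFP fluorescence of the barcode-gated MEP2-GFP cells per well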
LAP4-GFP MLPCN – modulators of LAP4-GFP expression in yeast, primary screen, S. cerevisiae, multiplex flow cytometry, MLPCN library; 3 h; median GFP as percent of DMSO wells; GFP response vs DMSO, % at 10 µM; actives 0.34% (n = 320,000);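 active = GFP response vs DMSO above a set limit, about the screen mean plus 3 SD, cut at about 150% in these data; inconclusive = under 70 cell events counted for the yeast strain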
AGP1 TOR yeast – modulators of AGP1-GFP expression in yeast TOR pathway, primary screen, cell-based, multiplex flow cytometry, S. cerevisiae, MLPCN library; 3 h; GFP as percent of DMSO wells; GFP response vs DMSO, % at 10 µM; actives 0.02% (n = 320,000);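 active = GFP response relative to DMSO above a set limit, near screen average plus 3 SD, cut at about 150% in these data; inconclusive = fewer than 70 cells counted for the yeast strain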;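 also: median GFP channel fluorescence of the gated AGP1 strain per well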
CR mimetic SO – reduction of superoxide in aged yeast, primary screen, HTS; S. cerevisiae aged cells, superoxide DHE fluorescence; active compounds read low; superoxide response (% of plate mean), % at 10 µM; actives 0.18% (n = 330,000);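 active = superoxide response under a set limit, about three screen SD below normal, cut at about 65% in these data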;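 also: yeast aged for seven days with compound at 30 °C before DHE staining; 100% = average MFI of all compound-treated wells on the plate with controls excluded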
AHR act – AHR activators, primary screen, cell-based, luminescence, luciferase reporter, human | Aryl hydrocarbon receptor (Homo sapiens), P35869 | activation, % at 5 µM | actives 2.5% (n = 320,000) | AID 2796, 2010 | AHR-responsive luciferase reporter cells; in the data active = activation above about 47%;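 also: 0% = vehicle wells and 100% = reference agonist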
Target sequence (P35869 whole entry, looked up): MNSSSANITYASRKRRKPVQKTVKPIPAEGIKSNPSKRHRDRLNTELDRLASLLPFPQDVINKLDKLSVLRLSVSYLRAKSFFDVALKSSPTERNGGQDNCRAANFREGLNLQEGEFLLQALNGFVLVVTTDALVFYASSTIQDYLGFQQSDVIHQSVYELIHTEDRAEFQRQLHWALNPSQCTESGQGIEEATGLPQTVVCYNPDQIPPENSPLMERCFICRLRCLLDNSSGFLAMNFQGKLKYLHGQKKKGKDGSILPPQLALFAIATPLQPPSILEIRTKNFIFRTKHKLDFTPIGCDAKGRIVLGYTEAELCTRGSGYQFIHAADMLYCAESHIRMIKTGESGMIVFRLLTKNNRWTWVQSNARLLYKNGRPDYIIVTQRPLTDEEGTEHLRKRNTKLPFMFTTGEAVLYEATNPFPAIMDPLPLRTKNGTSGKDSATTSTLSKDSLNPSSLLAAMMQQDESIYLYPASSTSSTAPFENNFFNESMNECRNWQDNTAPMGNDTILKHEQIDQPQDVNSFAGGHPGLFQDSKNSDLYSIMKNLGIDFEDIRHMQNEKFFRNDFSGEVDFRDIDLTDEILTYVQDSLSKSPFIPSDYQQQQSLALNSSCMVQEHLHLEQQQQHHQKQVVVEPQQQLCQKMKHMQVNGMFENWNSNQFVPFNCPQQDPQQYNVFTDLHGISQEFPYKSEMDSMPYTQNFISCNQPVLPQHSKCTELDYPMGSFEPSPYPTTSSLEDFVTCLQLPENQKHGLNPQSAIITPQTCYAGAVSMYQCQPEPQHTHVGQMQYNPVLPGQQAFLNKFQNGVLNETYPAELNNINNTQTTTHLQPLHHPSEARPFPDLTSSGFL
CIT2-GFP yeast – modulators of CIT2-GFP expression in yeast, primary screen, S. cerevisiae, GFP fusion, multiplex flow cytometry, MLPCN library; S. cerevisiae CIT2-GFP strain, 3 h; 100 means same as DMSO wells; GFP response vs DMSO, % at 10 µM; actives 0.065% (n = 320,000); AID 2029, 2009;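 active = GFP response relative to DMSO above a set limit, near the screen mean plus 3 SD, cut at about 150% in these data; inconclusive = Fewer than 70 cells measured for a yeast strain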;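 also: ratio of well median GFP fluorescence to mean of DMSO wells on the plate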
* = called active by the depositor; i = inactive; ? = inconclusive; · = no result given; [ ] = dose if it differs, or a comment.

SMILES	RPL19A-GFP yeast	Efflux pump inh	MEP2-GFP yeast	LAP4-GFP MLPCN	AGP1 TOR yeast	CR mimetic SO	AHR act	CIT2-GFP yeast
CS(=O)(=O)N(CC(=O)NCc1ccco1)c1cc(C(F)(F)F)ccc1Cl	98.7	0.1	96.3	100.2	94.0	103.0	-0.4	93.6
Clc1nc2ccccc2cc1/C=N/Nc1nc2ccccc2[nH]1	110.4	-0.1	106.8	91.3	103.9	95.8	83.0*	100.6
CC(OC(=O)c1ccc(C(C)(C)C)cc1)C(=O)NC1CCCCC1C (configuration not stated)	97.5	0.0	81.7	74.5	90.2	99.6	8.0	90.6
CC1(C)CC(=O)c2c(O)cc(OCC(=O)NCCc3ccc(S(N)(=O)=O)cc3)cc2O1	96.5	-0.2	109.4	107.0	98.9	86.0	1.1	99.5
CN(C(=O)CSc1nnc(-c2ccco2)o1)C1CCCCC1	102.8	-0.1	105.1	109.5	102.4	105.7	2.2	103.0
CN(C)C(CNC(=O)c1ccc(NS(=O)(=O)c2cccc([N+](=O)[O-])c2)cc1)c1ccco1 (configuration not stated)	106.5	0.0	102.8	87.7	103.0	122.0	1.3	109.7
COCCn1c(=S)[nH]c2cc(C(=O)N3CCc4ccccc43)ccc2c1=O	100.6	-0.7	106.1	112.4	105.8	100.4	19.3	102.5
O=C(CCc1ccccc1)N1CCCC(Nc2ccc(F)cc2)C1 (configuration not stated)	103.2	0.2	97.3	95.8	99.4	119.1	2.3	102.1
C=CCN1C=C2C(=O)C(C)(OC(=O)c3ccc(OC)cc3)C(=O)C(c3ccco3)=C2C=C1CCCC (configuration not stated)	102.0	0.0	104.5	99.9	102.2	102.9	-1.4	94.4
COc1ccccc1C(=O)N1CCN(Cc2cccnc2)CC1	103.5	0.3	98.5	99.6	104.4	90.7	4.3	99.1
CN1CCN(c2ccc([N+](=O)[O-])cc2C(=O)c2ccc(Cl)cc2)CC1	99.4	0.1	106.0	100.2	102.1	179.8	-0.3	97.5
O=C(Nc1ccc2oc(-c3ccncc3)nc2c1)c1ccccc1	104.5	-0.1	101.5	94.8	102.6	99.7	-9.6	93.7
O=C(CNc1cc([N+](=O)[O-])ccc1NCCO)Nc1cccc(S(=O)(=O)N2CCCCC2)c1	94.2	0.0	92.0	99.6	93.5	82.0	-2.0	97.0
CC(NC(=O)c1ccc(F)cc1)C(=O)NC1=NCCS1 (configuration not stated)	100.4	0.0	101.7	107.3	103.8	97.5	1.9	98.5
Cc1ccc(C)c(OCc2cc(C(=O)N3CC[C@H](O)C3)no2)c1	97.0	0.0	99.8	105.2	102.2	87.5	12.8	103.4
COc1ccc(/C=C(\NC(=O)c2cccs2)C(=O)Nc2ccc(C)cc2)cc1OC	108.9	-0.3	100.1	99.0	98.0	98.0	2.5	102.6
CSc1nc2n(n1)C(c1ccccn1)C1=C(CC(C)(C)CC1=O)N2 (configuration not stated)	101.4	0.1	103.7	105.5	99.1	96.9	3.1	97.9
O=C(NNC(=O)c1sccc1-n1cccc1)c1ccc(F)cc1	106.8	0.2	101.1	101.8	94.1	83.6	112.4*	95.3
O=C(NCCN1CCOCC1)c1ccc2ccccc2c1	101.9	0.0	108.8	100.8	108.9	89.9	1.0	103.2
COc1ccc(OC)c(/C=N/NC(=O)c2ccc[n+](CC(=O)c3ccccc3)c2)c1	96.4	0.2	96.8	100.8	94.4	110.9	12.9	91.7
O=C(CCS(=O)(=O)c1ccc(Br)cc1)NC1CCCC1	95.6	-0.2	92.6	94.5	99.9	i	-0.6	96.1
N#CCCn1cc(/C=N/NC(=O)c2ccncc2)c(-c2ccc(F)cc2)n1	109.2	-0.1	110.2	94.1	106.8	92.0	12.7	107.1
Cc1ccc2cc(CCNC(=O)C3CCCC3)c(=O)[nH]c2c1	99.9	0.0	97.1	98.3	98.5	98.4	4.3	93.6
COc1ccc(C(=O)COc2ccc(C)cc2NC(C)=O)cc1	97.5	0.2	91.5	113.4	100.0	98.5	-3.2	85.1
CCOC(=O)NNc1ccccc1	98.2	0.0	104.5	97.1	100.4	77.5	2.7	107.5
S=C(Nc1cc(Cl)cc(Cl)c1)N1CCN(c2ccccn2)CC1	118.3	-0.1	99.0	74.5	93.0	95.8	·	88.3
N#Cc1c(-c2ccccc2)nc(SCc2ccc([N+](=O)[O-])cc2)[nH]c1=O	99.6	-0.1	106.6	101.0	103.2	108.1	-0.9	104.7
Cc1ccc(C)c(N(CC(=O)NCCc2ccccc2)C(=O)CCC(=O)Nc2ccccn2)c1	103.8	0.0	106.9	99.1	105.0	99.8	9.1	104.4
CC(Cc1ccccc1)NC(=O)CCCN1C(=O)c2ccccc2C1=O (configuration not stated)	105.4	-0.1	104.9	96.7	103.3	107.4	-0.6	112.7
Cc1ccc(-n2nnnc2-c2cnc(N3CCCC3)nc2C(F)(F)F)cc1	101.7	0.0	101.1	94.6	101.6	94.1	1.8	105.4
CCCN(C1CCS(=O)(=O)C1)S(=O)(=O)c1ccc(F)cc1 (configuration not stated)	99.0	-0.1	100.8	97.1	104.0	101.7	-0.6	106.4
O=C(Nc1ccccc1-c1ccccc1)NC1CC2CCCC(C1)N2CCc1ccccc1 (configuration not stated)	?	0.0	?	?	?	120.4	2.3	97.9[may fluoresce red]
N#CC(C(=O)c1ccco1)c1ccccn1 (configuration not stated)	97.3	-0.1	103.6	102.2	100.9	97.8	-1.3	106.6
COc1ccc(C(=O)Nc2ccc(O)c3ccccc23)cc1	90.2	0.2	97.1	106.6	103.1	103.8	38.6	96.1
COc1nc2ccc(C)cc2cc1-c1noc(-c2cccnc2)n1	102.5	0.0	99.6	103.8	92.4	106.8	36.6	97.5
Nc1ccc2oc(-c3cc(Br)ccc3Cl)nc2c1	99.8	-0.1	97.2	103.6	87.6	98.4	49.5*	86.3
O=C(COc1ncnc2ccccc12)Nc1ccccc1[N+](=O)[O-]	97.4	-0.1	111.1	107.7	114.2	147.4	9.2	119.8
O=C(Nc1ccccc1C(=O)O)c1cncc(Br)c1	97.5	-0.1	96.6	97.6	101.2	117.1	6.5	99.9
COCCNC(=O)Cn1cc2c(n1)CCCCC2	95.2	0.1	97.7	98.3	97.3	99.5	-0.4	95.6
COCCn1c(SCC(=O)NCCc2ccc(OC)c(OC)c2)nc2c([nH]c3ccccc32)c1=O	103.4	-0.1	105.2	93.0	96.2	91.4	20.2	106.5
O=C(CN1CCOCC1)NC1C2CC3CC(C2)CC1C3 (configuration not stated)	96.6	-0.3	99.7	90.3	101.5	95.2	-0.2	105.0
CSc1ccc(C(=O)C2CCCN(C(=O)c3ccc(C)nc3)C2)cc1 (configuration not stated)	96.8	0.0	100.6	101.5	98.3	93.5	2.9	96.2
O=C(O)c1ccc(/C=N/N2CCN(Cc3ccccc3)CC2)cc1	104.8	0.1	100.1	96.9	105.6	86.8	0.4	110.0
CN(C)CCCn1c(N)c(C#N)c2nc3ccccc3nc21	30.6*[may fluoresce violet]	0.0	485.0*[may fluoresce violet]	67.8[may fluoresce violet]	?	111.3	6.9	?
Cc1ccc(Oc2ccc(NC(=O)Cn3ccsc3=N)cc2)cc1	99.8	0.0	99.2	96.0	109.7	87.8	0.3	101.1
Cc1ccc(C(=O)CC(C(=O)O)n2cccn2)cc1 (configuration not stated)	99.9	-0.1	102.6	99.8	103.1	88.3	-0.8	98.8
O=C(O)c1cc(/C=C/C(=O)c2cc(F)ccc2O)c2c(c1)COCO2	98.0	-0.1	98.8	108.4	100.0	90.6	0.9	94.8
CC1CCN(Cc2nnnn2-c2cccc([N+](=O)[O-])c2)CC1	97.8	0.2	97.0	87.1	92.9	119.5	-1.7	96.2
CCc1ccccc1NC(=O)NC(C)c1ccc2c(c1)OCO2 (configuration not stated)	98.5	-4.0	96.0	93.5	96.4	109.0	9.1	93.3
COc1cc(/C=N/Nc2nc(C)cc(=O)[nH]2)ccc1O	111.2	0.7	184.6*	108.6	97.9	95.9	8.0	145.2
COc1ccc(NC(=O)c2ccc(S(=O)(=O)N3CC(C)CC(C)C3)cc2)cc1S(N)(=O)=O (configuration not stated)	101.8	-0.1	101.8	113.8	107.2	115.9	-0.2	89.4
COc1ccc(CNC(=O)c2ccc(CS(=O)(=O)c3ccc(C)cc3)o2)cc1	101.7	0.1	111.2	107.2	108.0	90.8	1.9	116.2
O=C1CN(S(=O)(=O)c2cc(Cl)ccc2Cl)CCN1	96.2	0.1	98.4	102.2	103.2	102.0	-1.1	94.8
Cc1cc2oc(=O)cc(CN3CCOCC3)c2cc1Cl	99.4	0.0	97.3	103.4	99.5	82.8	1.8	108.3
OC(c1ccc(Cl)cc1)C(CN1CCOCC1)c1ccccc1 (configuration not stated)	102.9	0.5	95.2	99.6	99.9	104.6	2.4	94.7
CCC1CCCCN1CC(O)Cn1c2ccccc2n2c(=O)cc(C)c(C#N)c12 (configuration not stated)	92.9	-0.1	87.0	90.3	93.6	103.1	-0.2	89.7
CCN(C(=O)COC(=O)c1cc2ccccc2cc1O)C1CCS(=O)(=O)C1 (configuration not stated)	95.5	0.0	95.2	95.6	96.7	98.2	10.4	90.6
Cc1ccc(C(C)C)c(OCCN2C(=O)NC(C)(C)C2=O)c1	94.8	0.1	99.7	94.5	97.8	89.3	0.0	96.5
CC(C)(C)OC(=O)N1CCC(Cc2cc(-c3ccccc3)no2)(C(=O)O)CC1	97.9	0.0	97.3	103.5	78.5	102.5	0.9	71.4
Cc1ccc(Sc2ncccc2COC(=O)Nc2c(C)cccc2C)cc1	98.2	0.1	95.1	104.9	96.2	87.8	-1.1	105.5

Further compounds
SMILES	RPL19A-GFP yeast	Efflux pump inh	MEP2-GFP yeast	LAP4-GFP MLPCN	AGP1 TOR yeast	CR mimetic SO	AHR act	CIT2-GFP yeast
O=C(Cn1cnc([N+](=O)[O-])n1)N/N=C/c1cc(Cl)ccc1O	105.7	0.0	107.9	96.7	108.4	116.3	0.8	110.8
CP(=O)(Nc1cc(Cl)ccc1Cl)c1nc2c(s1)CCCC2 (configuration not stated)	98.6	0.1	100.0	109.5	102.2	111.8	7.3	92.6
COC(=O)C1(CCSC)NC(c2ccc(O)cc2)C2C(=O)N(c3ccc(F)cc3)C(=O)C21 (configuration not stated)	102.2	0.6	99.0	81.6	93.1	91.2	3.4	101.7
NC(=O)NC(=O)COC(=O)CN1C(=O)C2CCCCC2C1=O (configuration not stated)	104.5	0.3	104.9	95.7	108.2	102.7	-4.4	103.4
COc1cc(C(=O)Nc2ncccc2C)ccc1OCC(=O)N1CCOCC1	99.8	0.1	100.0	106.4	100.4	98.1	2.0	93.4
CCOc1ncccc1C(=O)NNC(=O)c1cccc(S(=O)(=O)N2CCOCC2)c1	96.7	-0.2	97.0	92.4	91.5	102.8	6.9	98.0
S=C(Nc1cccc2ccccc12)N1CCN(c2ncccn2)CC1	?	0.1	?	?	?	101.8	9.8	83.4[may fluoresce red]

Only AHR act and LAP4-GFP MLPCN, for three of the compounds above:
molecule | AHR act | LAP4-GFP MLPCN
CC(OC(=O)c1ccc(C(C)(C)C)cc1)C(=O)NC1CCCCC1C (configuration not stated) | 8.0 | 74.5
CC1(C)CC(=O)c2c(O)cc(OCC(=O)NCCc3ccc(S(N)(=O)=O)cc3)cc2O1 | 1.1 | 107.0
CN(C(=O)CSc1nnc(-c2ccco2)o1)C1CCCCC1 | 2.2 | 109.5
